# High-throughput results deposited in PubChem BioAssay by Sanford-Burnham Center for Chemical Genomics.
# TAG inh = inhibitors of triacylglycerol accumulation, primary screen, cell-based, uHTS, fluorescence, H9c2 | H9c2 cells, Nile Red lipid (TAG) fluorescence; cells loaded with 200 µM oleic acid | inhibition, % at 12.5 µM | actives 0.66% (n = 230,000) | AID 651582, 2012;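 active = pattern-corrected inhibition of lipid staining of at least 50% with the nuclear-stain viability signal not falling by more than 50%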;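 also: 0% = DMSO wells and 100% = triacsin C control wells; some results filed as inactive read as strong as hits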
# TAG inh DAPI viability = second read-out of TAG inh, no call of its own (marks repeat the call); DAPI nuclei signal change (viability), lower = more cytotoxic, %;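 whole-well DAPI fluorescence read on a plate reader as a viability signal; minus 50 percent equals half of cells still viable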
# Active calls of the source: *; i = inactive. Some of the compounds tested; rates above refer to the full screens.
# Below each SMILES: TAG inh, TAG inh DAPI viability
1: CC1(C(=O)N2CCN(c3ccccc3)CC2)CC1(Cl)Cl (configuration not stated)
 : -4, -5
2: CSc1cccc(NC(=S)N(Cc2ccccc2)Cc2ccccn2)c1
 : -14, 2
3: O=C(CN1CCSc2ccccc21)NCCCc1ccccc1
 : 9, -4
4: O=C(Nc1cccc(F)c1)Nc1ccc2c(c1)OCO2
 : 16, 6
5: COC(=O)c1ccc(=O)n(Cc2ccc3c(c2)OCO3)c1
 : 7, -5
6: O=Nc1c(-c2c(O)[nH]c3cc(Br)ccc23)[nH]c2ccccc12
 : 84*, -46*
7: CCOC(=O)CSc1nn(C)c(=S)s1
 : 4, -6
8: CCOC(=O)N1CCN(C(=O)C2CCN(S(=O)(=O)c3ccc(Br)s3)CC2)CC1
 : -5, 2
9: COc1ccccc1NS(=O)(=O)c1cc(Cl)ccc1OC
 : 12, -19
10: Cc1c(C(=O)Oc2cccc3cccnc23)cccc1[N+](=O)[O-]
 : -10, 6
11: Cc1cc(F)ccc1C(O)c1ncc(-c2ccccc2C(F)(F)F)[nH]1 (configuration not stated)
 : -7, -3
12: CC(C)NC(=O)c1onc(CSc2ccc(F)cc2)c1C(=O)O
 : 11, -6
13: COc1ccccc1NC(=O)C1CCCN(c2cc(C)nc3ncnn23)C1 (configuration not stated)
 : -3, 2
14: Cc1n[nH]c(C)c1S(=O)(=O)N1CCc2ccccc21
 : 15, -10
15: COc1ccc(C(=O)Nc2ccccc2C(=O)NCc2cccnc2)cc1OC
 : -14, 4
16: CCc1nnc(NC(=O)Nc2ccc(Cl)cc2)s1
 : 12, -6
17: COc1ccc(NC(=O)C2(C)CCN2CC2CCCCC2)cc1OC (configuration not stated)
 : -15, 9
18: CCOC(=O)c1cc(C#N)c(Oc2ccc(F)cc2)nc1-c1ccccc1
 : -10, 5
19: COc1ccc(NC(=O)c2ccc(-n3cncn3)c([N+](=O)[O-])c2)cc1OC
 : 9, 12
20: COc1cccc(C(=O)N2CCOCC2)c1
 : -4, -3
21: COc1ccc(S(=O)(=O)N(C)C[C@H]2Oc3c(NC(=O)C4CCCCC4)cccc3C(=O)N([C@H](C)CO)C[C@@H]2C)cc1
 : 3, 4
22: Cc1ccc(-c2nnc(SCC(=O)Nc3ccccc3N3CCOCC3)o2)cc1
 : -2, 6
23: COc1ccc(Cl)cc1C(=O)Nc1cccc(-c2ccc3nncn3n2)c1
 : -16, 0
24: COc1ccc(C2C(C(=O)Nc3cc(OC)c(OC)c(OC)c3)c3ccccc3C(=O)N2C)cc1OC (configuration not stated)
 : -1, 5
25: CCCCCC(C(=O)O)C(C)CC(=O)NC1CCCCC1 (configuration not stated)
 : -7, 1
26: CCC/C=C1/CCCOC(C(=O)NCCNCCO)(C(F)(F)F)C1 (configuration not stated)
 : -4, 5
27: CC1(C)Oc2ccc(C(=O)NN)cc2NC1=O
 : 0, 9
28: COc1ccc(NC(=O)c2ccc(-c3ccc(C)c4ccccc34)o2)cc1
 : -5, 2
29: CC1CCN(C(=O)CSc2ccc(-c3ccccc3)nn2)CC1
 : 0, 5
30: COc1cccc(C(=O)NC(=S)Nc2ccc(Cl)cc2C(=O)O)c1
 : 2, -5
31: CCOC(=O)CSc1nnc([C@H](CC(C)C)NC(=O)OC(C)(C)C)o1
 : 3, 10
32: CCNC(=O)C1(C)CCN(C(=O)c2c(F)cccc2F)C1 (configuration not stated)
 : -9, 2
33: CCC(C)NC(=O)C1CCN(S(=O)(=O)N2CCC3(CC2)OCCO3)CC1 (configuration not stated)
 : 16, 1
34: COc1cccc(CN2CCNC(=O)C2CC(=O)NC2Cc3ccccc3C2)c1 (configuration not stated)
 : 2, 0
35: CN(C)c1cc[n+](/C(C(=S)Nc2ccc(SC(F)F)cc2)=C(/[O-])c2ccccc2)cc1
 : 1, 0
36: CC(C)c1ccc(C2(C)NC(=O)N(CC(=O)NCC3COc4ccccc4O3)C2=O)cc1 (configuration not stated)
 : 9, 2
37: COc1ccc(Cc2nc3ccc(C(=O)NCCSC)cc3o2)cc1
 : -4, 2
38: N#CC(C(=O)NC1CC1)c1nc2ccccc2nc1N1CCN(C/C=C/c2ccccc2)CC1 (configuration not stated)
 : -8, 12
39: Cc1cc(-c2ccc(Cl)cc2Cl)c(C#N)c(=O)[nH]1
 : 5, -6
40: CC(=O)NC(Cc1ccc(C)cc1)C(=O)NC1CCN(C(=O)c2ccc([N+](=O)[O-])cc2)CC1 (configuration not stated)
 : 14, -16
41: O=C(O)c1c(C(=O)N2N=C3/C(=C/c4ccccc4)CCCC3C2c2ccccc2)cccc1[N+](=O)[O-] (configuration not stated)
 : -4, 0
42: CCCCCCCCCCCCN1[C@@H](CC(=O)OC)c2cc(F)cc(F)c2S1(=O)=O
 : -50, 1
43: O=C(NCc1ccccc1)c1ccc2nc(-c3ccco3)c(-c3ccco3)nc2c1
 : 9, -9
44: O=C(CCc1nc2ccccc2c(=O)[nH]1)Nc1cc(Cl)ccc1N1CCCCC1
 : 19, -2
45: O=C(CCc1c[nH]c2ccccc12)NCc1ccc2c(c1)OCO2
 : 6, -6
46: N/C(Cc1cccs1)=N\OC(=O)COc1ccccc1
 : -18, -7
47: O=C1CCC([N+](=O)[O-])C(c2ccc(C(F)(F)F)cc2)N1 (configuration not stated)
 : 1, -12
48: O=C(NNC(=O)c1ccc2nonc2c1)Nc1ccc(Cl)cc1
 : -5, 4
49: CCCCC1CC(=O)NC1(C(=O)OCC)C(=O)OCC (configuration not stated)
 : -3, -2
50: O=C(COC(=O)CSc1ccc(Cl)cc1)Nc1ccccc1
 : -12, -4
51: Cc1cccc(N2C(=S)NC3c4cc(Cl)ccc4OC2(C)C3C(=O)N(C)C)c1 (configuration not stated)
 : 11, -8
52: CCNC(=O)C1(C)CCN(Cc2ccccc2-c2ccccc2)C1 (configuration not stated)
 : 7, 27
53: CCOCCCNC(=S)N1CCN(Cc2ccc3c(c2)OCO3)CC1
 : 9, -15
54: O=C(CN(C(=O)CCC(=O)Nc1nccs1)c1ccc2c(c1)OCO2)NCC1CCCO1 (configuration not stated)
 : 13, 8
55: CCn1c(SCC(=O)Nc2cccc(C)n2)nnc1-c1ccco1
 : -14, -1
56: COc1ccccc1NC(=O)NNC(=O)CCN1CCOCC1
 : 14, -2
57: C/C=C/c1ccc(OCC(=O)OCC(=O)Nc2c(C)nn(-c3ccccc3)c2C)c(OC)c1
 : -6, 7
58: O=C(NC12CC3CC(CC(C3)C1)C2)N1CCC(O)CC1
 : -4, 2
59: Cc1nc(C(=O)N2CCCC(Nc3ccc(C)c(C)c3)C2)cs1 (configuration not stated)
 : 0, -4
60: COc1ccc(N(Cc2cc3cc(OC)ccc3[nH]c2=O)S(C)(=O)=O)cc1
 : -6, 6

# A different layout for 6 compounds above.
55: CCn1c(SCC(=O)Nc2cccc(C)n2)nnc1-c1ccco1
56: COc1ccccc1NC(=O)NNC(=O)CCN1CCOCC1
57: C/C=C/c1ccc(OCC(=O)OCC(=O)Nc2c(C)nn(-c3ccccc3)c2C)c(OC)c1
58: O=C(NC12CC3CC(CC(C3)C1)C2)N1CCC(O)CC1
59: Cc1nc(C(=O)N2CCCC(Nc3ccc(C)c(C)c3)C2)cs1 (configuration not stated)
60: COc1ccc(N(Cc2cc3cc(OC)ccc3[nH]c2=O)S(C)(=O)=O)cc1

entry no.	55	56	57	58	59	60
TAG inh	-14	14	-6	-4	0	-6
TAG inh DAPI viability	-1	-2	7	2	-4	6

# Next records follow:
# Below each SMILES: TAG inh, TAG inh DAPI viability
61: Cc1ccc(Cn2ncc(C)c2N)o1
 : 3, 4
62: COc1ccc(OC)c(C2C(C(=O)c3cc4ccccc4o3)=C(O)C(=O)N2c2cc(C)on2)c1 (configuration not stated)
 : -2, 3
63: O=C1CC2C(CCC23OCCO3)c2ccc3ccccc3c21 (configuration not stated)
 : -13, 5
64: CC(C)N(CCNCC(O)COc1ccc(C(C)(C)c2ccccc2)cc1)C(C)C (configuration not stated)
 : 9, 45
65: O=C(NNC(=O)c1ccccc1O)c1ccc(NS(=O)(=O)c2ccc(F)cc2)cc1
 : 8, -3
66: CC[C@]12c3[nH]c4ccccc4c3CCN1C(=O)C(CC(=O)NCCCN(C)C)C[C@@H]2C(=O)N1CCN(C(=O)C2CC2)CC1 (some centres not stated)
 : -5, 1
67: COc1cc(CNc2ncnc3c2ncn3[C@H]2CN(Cc3ccc(Cl)cc3)C[C@@H](CO)O2)cc(OC)c1OC
 : -1, 3
68: O=C(Nc1ccc(-n2cnnn2)cc1)c1cn2ccccc2n1
 : -5, 2
69: N#CCC(=O)Nc1ccc(C(=O)OCC(=O)C23CC4CC(CC(C4)C2)C3)cc1
 : 4, -5
70: COc1ccc([N+](=O)[O-])cc1C(=O)Nc1ccc(Cc2ccncc2)cc1
 : -21, 13
71: O=c1c2ccccc2sn1-c1ccccc1
 : -3, -18
72: CC(C)CNC(=O)C1CCCN(C(=O)NCc2ccccc2)C1 (configuration not stated)
 : -2, -6
73: CCN(CC)CCCNc1nc2cc(OC)c(OC)cc2c2nc(-c3cccnc3)nn12
 : 10, 4
74: O=C(Nc1cccc(S(=O)(=O)N2CCOCC2)c1)c1ccccc1[N+](=O)[O-]
 : -11, -9
75: CCOC(=O)Cc1csc(NC(=O)c2c(-c3c(Cl)cccc3Cl)noc2C)n1
 : -13, 13
76: O=C(N/N=C\c1ccc(COc2ccc([N+](=O)[O-])cc2)o1)c1ccc(Cl)cc1
 : -5, -2
77: Nc1cc(-c2ccccc2)nn1Cc1ccccc1
 : 2, -10
78: Cc1cc(N2CCC(C)CC2)nc(-n2nc(C)cc2C)n1
 : -37, -4
79: CCN(CC)C(=O)c1nc[nH]c1C(=O)N1CCC(C)CC1
 : -6, -1
80: COc1cc(S(=O)(=O)N2CCN(c3ccccc3)CC2)ccc1F
 : -9, -3
81: CCN1CCCC1CNC(=O)CN1C(=O)COc2ccc(C)cc21 (configuration not stated)
 : -2, -2
82: CN(c1ccc([N+](=O)[O-])cc1C(N)=O)C1CCCCC1
 : -8, -7
83: Cc1cc(NC(=O)c2csc([C@@H]3O[C@H](CO)[C@H](O)[C@H](O)[C@H]3O)n2)n(C)n1
 : -9, 2
84: CC1CN(c2nc(Nc3ccccc3)nc(N)c2[N+](=O)[O-])CC(C)O1 (configuration not stated)
 : 31, -4
85: CN(C(=O)c1ccc(NC(=O)Cc2cccc(NC(=O)C3CCN(C(=O)CCc4ccccc4)CC3)c2)cc1)C1CCCC1
 : -12, 8
86: Clc1ccc(CN2CCN(/N=C/c3cccnc3)CC2)cc1
 : 4, -7
87: CCN1CCN(c2sc(S(=O)(=O)CC)nc2S(=O)(=O)c2ccc(Cl)cc2)CC1
 : 10, 0
88: Cc1cccc(NC(=O)NCC(c2cccnc2)N2CCOCC2)c1 (configuration not stated)
 : 3, -3
89: CCN(CC)C(=O)CSc1nsc(SCC(=O)N(CC)CC)c1C#N
 : -14, -2
90: O=C(Cc1ccccc1)NN=Cc1ccccc1
 : -9, 2

# Gathered by group, those above containing a COOH group.
# Below each SMILES: TAG inh, TAG inh DAPI viability
12: CC(C)NC(=O)c1onc(CSc2ccc(F)cc2)c1C(=O)O
 : 11, -6
25: CCCCCC(C(=O)O)C(C)CC(=O)NC1CCCCC1 (configuration not stated)
 : -7, 1
30: COc1cccc(C(=O)NC(=S)Nc2ccc(Cl)cc2C(=O)O)c1
 : 2, -5
41: O=C(O)c1c(C(=O)N2N=C3/C(=C/c4ccccc4)CCCC3C2c2ccccc2)cccc1[N+](=O)[O-] (configuration not stated)
 : -4, 0

# (further entries)
# Below each SMILES: TAG inh, TAG inh DAPI viability
91: CC1CCCCC1NC(=O)COc1ccc(-n2cnnn2)cc1 (configuration not stated)
 : -1, 14
92: O=[N+]([O-])c1cncc([N+](=O)[O-])c1Nc1cccc(O)c1
 : 20, -10
93: COC(=O)C1=CO[C@@H](O[C@@H]2O[C@H](CO)[C@@H](O)[C@H](O)[C@H]2O)C2C1CC(O)O[C@H]2C (some centres not stated)
 : 0, 7
94: O=C(Nc1nc(-c2cccs2)c(C(=O)C(F)(F)F)s1)c1ccco1
 : 10, 5
95: COC(C[C@@H]1O[C@H]1[C@H](O)COCc1ccccc1)OC
 : -10, -6
96: COc1cc2cnc(-c3ccccc3)c(-c3ccc([N+](=O)[O-])cc3)c2cc1OC
 : -32, -3
97: COc1ccc(C(C)NC(=O)C23CC4CC(CC(C4)C2)C3)cc1 (configuration not stated)
 : 2, -3
98: COc1cc(Br)c(CC(=O)NNC(=O)c2ccc(F)cc2)cc1OC
 : -12, 1
99: O=C(COC(=O)c1cc(Cl)ccc1O)NNC(=O)c1ccccc1F
 : 5, -1
100: O=C(NCc1ccc(F)cc1)Nc1nnc([C@H]2C[C@H](O)[C@@H](CO)O2)s1
 : -7, 7
101: NS(=O)(=O)c1ccc2nc(NC(=O)C3CCCO3)sc2c1 (configuration not stated)
 : 13, -18
102: COc1ccc(CNC(=O)CCC(=O)Nc2nnc(CC(C)C)s2)cc1
 : -13, 5
103: COc1ccccc1-c1nnc(SCC(=O)NCc2ccco2)n1N
 : -12, 15
104: Cc1sc2ncn(CC(=O)NCc3ccccn3)c(=O)c2c1S(=O)(=O)N1CCOCC1
 : -7, 20
105: COc1cc(/C=C/c2ccc3c([N+](=O)[O-])cccc3n2)ccc1OCC(=O)O
 : 6, 5
106: O=C(CC1CC2CCC1C2)OCC(=O)c1c[nH]c2ccccc12 (configuration not stated)
 : -4, 14
107: COc1ccc(C)cc1NCc1ccc([N+](=O)[O-])cc1
 : -10, -3
108: Cc1ccccc1NC(=O)c1nc2nccc(C)n2n1
 : 5, 1
109: Cc1nc2ncnn2c(C)c1CCC(=O)N1CC(C)CC(C)C1 (configuration not stated)
 : 2, 3
110: CC1=NNC(=O)C1CCC(=O)N/N=C/c1ccc(Cl)cc1Cl (configuration not stated)
 : 14, -11
111: COc1ccc(S(=O)(=O)N(C)C)cc1NC(=O)COC(=O)c1n[nH]c2ccccc12
 : 5, -5
112: O=C(Nc1ccccc1)C1=C[C@@H](c2csc3ccccc23)C[C@@H](OCc2ccc(CO)cc2)O1
 : -17, -6
113: Cc1cccc(C2=NN(c3ccccc3)[C@H](CO)[C@H]2c2ccccc2)c1
 : 4, i
114: Cc1ccc(NC(=O)c2ccc(-n3cccn3)nc2)cc1
 : -2, 5
